# ALOX12 inh – blocks human arachidonate 12S-lipoxygenase; purified 12hLO, xylenol orange hydroperoxide absorbance; Potency, µM (highest dose often 108 µM), for the others: top-dose activity change, negative = inhibition, usual class: inhibitors; 580,000 compounds, 1.1% hits; AID 1671190; also: % is scaled to controls: 0 for no effect and ±100 for the full control effect
#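 Purified human 12hLO (150 nM final) in 25 mM Hepes, 0.01% Triton X-100, pH 7.0 was preincubated 15 min at room temperature with compound. Then 40 uM arachidonic acid was added, 30 min. Hydroperoxide was read by Fe-XO absorbance ratio 573/405 nm.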
# rTrxR1 inhibitor – blocks rat thioredoxin reductase 1 | O89049 | recombinant rTrxR1, NADPH fluorescence consumption, selenite substrate | Potency, µM (series often up to 114 µM), without a hit: at the highest dose activity change, negative = inhibition, most hits filed as inhibitors | 390,000 compounds, 1% hits; also: % is scaled to controls: 0 for no effect and ±100 for the full control effect; nearly all actives have a fitted effect of over 65% in size
# Target sequence (O89049 whole entry, looked up): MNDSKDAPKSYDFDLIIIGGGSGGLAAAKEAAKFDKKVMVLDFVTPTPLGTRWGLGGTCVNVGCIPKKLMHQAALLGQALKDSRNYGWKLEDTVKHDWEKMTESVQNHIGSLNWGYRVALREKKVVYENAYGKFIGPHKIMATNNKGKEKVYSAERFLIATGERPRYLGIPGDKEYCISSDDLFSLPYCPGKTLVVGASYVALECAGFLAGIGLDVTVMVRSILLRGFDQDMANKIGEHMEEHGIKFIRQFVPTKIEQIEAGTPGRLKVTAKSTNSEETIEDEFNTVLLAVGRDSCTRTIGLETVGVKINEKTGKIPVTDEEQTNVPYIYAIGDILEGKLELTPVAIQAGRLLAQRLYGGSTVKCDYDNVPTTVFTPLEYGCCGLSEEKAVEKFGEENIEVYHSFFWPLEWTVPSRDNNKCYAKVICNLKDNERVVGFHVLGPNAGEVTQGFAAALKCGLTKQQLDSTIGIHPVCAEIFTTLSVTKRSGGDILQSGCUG
#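 Rat TrxR1 (90 nM in the dispensed reagent) was pre-reduced with 400 uM NADPH for 5 min at room temperature, then incubated with compound for 15 min. After 400 uM selenite was added, NADPH fluorescence (Ex 340/Em 450 nm) was followed for 8 min.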
# Pin1 inhibitor – human Pin1 inhibition | Potency, µM (doses to about 115 µM), without a hit: at the top dose activity, negative = inhibition, actives largely listed as inhibitors | AID 504891 | 390,000 compounds, 0.009% hits | Pin1 FP peptide displacement, HiFluor488, 10 min; active = well fitted inhibition curve with a large enough effect in the polarisation, with a control signal flat, not every such curve was filed as active; inconclusive = small, poorly fitted or top-dose-only effect, or effect the other way, or a change in a side signal; inactive = no such curve, though single readings can be large or run the other way; the % refers to the polarisation; also: % is scaled to controls: 0 for no effect and ±100 for the full control effect
# Target sequence (Q13526 whole entry, looked up): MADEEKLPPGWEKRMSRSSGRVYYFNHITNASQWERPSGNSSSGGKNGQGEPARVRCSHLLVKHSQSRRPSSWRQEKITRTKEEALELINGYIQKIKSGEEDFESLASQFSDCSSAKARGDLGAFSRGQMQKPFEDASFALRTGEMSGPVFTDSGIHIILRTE
# HP1b binding inh – HP1-beta chromodomain-methylated histone interaction inhibition. P83916. AlphaScreen HP1-beta / biotin-H3K9me3 peptide binding. Potency, µM (titrated, usually from 114 µM), without a hit: top-dose activity change, negative = inhibition, usual class: inhibitors. 390,000 compounds, 0.56% hits. AID 540317; also: nearly all actives have a fitted effect of over 70% in size; inactives centre near 23
# Target sequence (P83916 whole entry, looked up): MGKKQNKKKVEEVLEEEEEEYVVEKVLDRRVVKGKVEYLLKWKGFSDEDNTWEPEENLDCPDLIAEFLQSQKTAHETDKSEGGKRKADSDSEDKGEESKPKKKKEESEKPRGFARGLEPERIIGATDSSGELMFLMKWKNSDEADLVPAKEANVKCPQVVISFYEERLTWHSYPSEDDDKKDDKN
#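 Compound inhibition of the preformed complex between 50 nM HP1-beta and 50 nM biotinylated H3K9me3 peptide was read by AlphaScreen. Buffer was PBS pH 7.4 with 0.01% Tween-20. Incubations ran 30 min at room temperature, with 10 ug/mL donor/acceptor beads.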
# ERG-DNA inh – ERG Ets/DNA interaction inhibition; P11308; AID 624246; Potency, µM (series often up to 76.9 µM), for inactives: at the top dose FP activity, negative = inhibition, most hits filed as inhibitors; 370,000 compounds, 0.028% hits; fluorescence polarization, His-ERG Ets domain / labelled DNA; active = well fitted inhibition curve with a large enough effect in the polarisation, with a control signal flat; inconclusive = small, poorly fitted or top-dose-only effect, or effect the other way, or a change in a side signal; inactive = no such curve, though single readings can be large or run the other way; the % refers to the polarisation;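 also: polarization taken with two DNA probes labelled with fluorescein and Texas red; % of control where 0% means no effect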
#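 His-tagged ERG Ets domain (1 uM in the protein solution; 300mM KCl, 50mM Tris-HCl, 1mM EDTA, 1mM DTT, pH 7.5) received compound, then a probe mix of 5 nM fluorescein-DNA and 100nM Texas-615-DNA. Fluorescence polarization was read for both dyes.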
# RGS4 inh – inhibitors of human regulator of G protein signaling 4 | P49798 | Transcreener GDP fluorescence polarization, RGS4-accelerated GTP hydrolysis | Potency, µM (series often up to 114 µM), inactives show at the highest dose activity change, negative = inhibition, most hits filed as inhibitors | 390,000 compounds, 0.039% hits; also: % is scaled to controls: 0 for no effect and ±100 for the full control effect; nearly all actives have a fitted effect of over 75% in size; some results filed as inactive show a strong effect at the top dose
# Target sequence (P49798 whole entry, looked up): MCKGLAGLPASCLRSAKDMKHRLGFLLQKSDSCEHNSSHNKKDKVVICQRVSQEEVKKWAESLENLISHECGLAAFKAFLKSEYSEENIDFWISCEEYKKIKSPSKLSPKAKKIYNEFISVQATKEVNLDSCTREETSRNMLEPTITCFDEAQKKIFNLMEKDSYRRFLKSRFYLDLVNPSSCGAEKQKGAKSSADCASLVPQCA
#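 MLSMR compounds (23 nl, pin-transferred) preincubated 10 min at room temperature with a 500nM (2x) first reagent, then RGS4 at 900nM (2x) plus Transcreener GDP mix added; fluorescence polarization (620/688 nm) read before and after 90 min at 30 °C.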
# PGK inhibitor – T. brucei PGK inhibition. P07378. PGK/GAPDH coupled, Kinase-Glo luminescence, 60 min. Potency, µM (top dose mostly 57.5 µM), inactives show at the highest dose activity change, negative = inhibition, most hits filed as inhibitors. 380,000 compounds, 0.043% hits. AID 602233; also: % is scaled to controls: 0 for no effect and ±100 for the full control effect; nearly all actives have a fitted effect of over 60% in size
#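 Recombinant glycosomal PGK reaction used 1,3-bisphosphoglycerate generated in-well by GAPDH (100nM final) in 100mM TEA pH 7.6, 5mM MgCl2, 0.01% Tween-20. After 60 minutes at room temperature, ATP was read by Kinase-Glo Plus luminescence end-point.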
# JMJD2A Tudor – blocks the human JMJD2A Tudor domain | AID 504339 | O75164 | Potency, µM (highest dose often 114 µM), for inactives: top-dose activity change, negative = inhibition, hits mostly inhibitors | AlphaScreen JMJD2A-Tudor / H3K4me3 peptide binding | 390,000 compounds, 4.4% hits; also: % is scaled to controls: 0 for no effect and ±100 for the full control effect; nearly all actives have a fitted effect of over 50% in size
# GLS inhibitor – inhibitors of human glutaminase (GLS); O94925; GLS enzymatic activity, qHTS titration; Potency, µM (series often up to 45.5 µM), inactives show top-dose activity change, negative = inhibition, hits mostly inhibitors; 410,000 compounds, 0.21% hits; AID 624170; also: % is scaled to controls: 0 for no effect and ±100 for the full control effect
#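 Coupled fluorescence readout: glutamate oxidase/HRP/Amplex Red detect glutamate formed by hKGA from L-glutamine (1 mM solution added). Buffer 45 mM KH2PO4 pH 8.2, 0.02% Tween-20; reads at t0 and 30 min RT.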
# Starred values were filed as active, the others as inactive; i = inactive; ? = inconclusive; . = no result given; [ ] = another dose, or the depositor's remark. Unless noted, calls follow the shape of the dose curve; as a rule, active = well fitted curve in the direction sought with a large enough effect; inconclusive = small, poorly fitted or top-dose-only effect, or another doubt; inactive = no such curve, though single readings can be large; an effect the other way counts as inactive or inconclusive. Potency is read from the fitted curve at half-maximal effect. A portion of the library; rates above refer to the full screens.
ALOX12 inh	rTrxR1 inhibitor	Pin1 inhibitor	HP1b binding inh	ERG-DNA inh	RGS4 inh	PGK inhibitor	JMJD2A Tudor	GLS inhibitor	canonical_smiles
-6%	21%	9%	23%	-5%	-2%	i	-18%	1%	CC1CCCCC12NC(=O)N(CC(=O)N1CCN(S(=O)(=O)/C=C/c3ccccc3)CC1)C2=O (stereo unspecified)
-22%	5%	-5%	31%	1%	9%	i	-6%	0%	Cn1c(=O)[nH]c(=O)c2c1nc(N1CCOCC1)n2Cc1ccccc1
56%[activator][57.4 µM]	10%	-4%	67%[activator]	-3%	-19%	1%	0%	3%	Cc1cc(Cl)c(S(=O)(=O)NCc2ccncc2)cc1OCC(N)=O
?	33%[57.1 µM]	-11%	20%	9%	21%	1%	-5%	2%	O=C(CSc1ccccn1)N1CCc2ccccc21
18%	13%	-2%	22%	.	18%	-1%	-10%	-2%	CN1CCC(OC(=O)C23CCC(C)(C(=O)O2)C3(C)C)CC1 (stereo unspecified)
i	22%[57.1 µM]	-9%	-21%	7%	-54%	-18%	-5%	21%	COc1ccc(CCn2c(=S)[nH]c3ccc(N4CCOCC4)cc3c2=O)cc1OC
-19%	36%	-5%	15%	8%	3%	-10%	-7%	-4%	O=C(NNS(=O)(=O)c1ccc(Br)cc1)NC1CCCCC1
?	-16%	1%	22%	1%	-2%	10%	-9%	4%	COc1ccccc1N1CCN(C(=O)CSc2nnc(-c3ccoc3C)o2)CC1
0%	13%[57.1 µM]	-8%	17%	6%	2%	-2%	-1%	7%	CCOC(=O)CC1C(=O)NCCN1C1CCCC1 (stereo unspecified)
-7%	12%	-2%	6%	0%	-5%	i	-31%	7%	COc1ccc(C2c3cc(OC)c(OC)cc3CC(=O)N2c2cccc(C#N)c2)cc1 (stereo unspecified)
6%	-2%	1%	8%[57 µM]	-4%	22%	10%	-12%	-1%	COc1cc(NC(=S)NC(=O)C(C)C)ccc1NC(=O)c1cc2ccccc2o1
18%	-4%[57.1 µM]	7%	18%	-1%	-2%	-2%	-15%	3%	Cc1ccc(-c2nc(CS(=O)(=O)CC(=O)NCc3cccc(F)c3)c(C)o2)cc1
8%	0%	3%	16%	-6%	0%	-8%	-12%	7%	Cc1nc(=O)c(-c2ccccc2)c(C)n1CCCCCC(=O)O
0%	11%	.	33%	11%	-45%	-9%	?	-1%	O=C(O)c1ccc(Oc2cccc([N+](=O)[O-])c2)cc1C(=O)O
-9%	5%	8%	49%[activator]	2%	-26%	-8%	-16%	-3%	O=C(c1ccccc1Cl)n1nc(-c2cccnc2)nc1NCc1ccc(F)cc1
0%	20%	-3%	-5%	-5%	-36%[56.9 µM]	i	?	13%	Cc1ccc(S(=O)(=O)n2ccc3c2CCCC3=O)cc1
0%	7%[57.1 µM]	-2%	34%	-1%	-7%[11.4 µM]	-8%	-11%[57.1 µM]	5%	Cc1ccc2c(c1)nnn2C1CCN(C(=O)C23CC4CC(CC(C4)C2)C3)CC1
?	10%	5%	-22%	-12%	?	i	?	-2%	Brc1ccc(-c2csc(NNC3=NCCCCC3)n2)cc1
18%	-3%	?	-4%	-3%	9%	-3%	-28%	-11%	COc1ccc(Cl)cc1NC(=O)CN(C)C(=O)c1cn(-c2ccccc2)nc1-c1cccnc1
-5%	13%	32%[activator]	14%	0%	14%	4%	-18%	3%	CCCN(CCC)C(=O)Cn1c(=O)n(-c2ccc(OC)cc2)c(=O)c2ccc(C(=O)NCc3ccc(C)cc3)cc21
4%	-9%	?	21%	-5%	1%	-5%	-16%	-1%	Cc1ccc(C(=O)NCCCNc2ccc(C(F)(F)F)cc2[N+](=O)[O-])cc1
-4%	-1%	0%	18%	8%	17%	0%	-12%	7%	O=C(O)Cc1ccc(NC(=O)Nc2ccc3c(c2)OCO3)cc1
145%[activator]	-8%	-10%	8%	2%	2%	-4%	-6%	0%	CC(C)Cn1c(CN2C(=O)c3ccccc3C2=O)nc2ccccc2c1=O
-1%	10%	-5%	20%	0%	0%	0%	-9%	13%	c1coc(-c2nnc(SCc3cn4ccccc4n3)o2)c1
-6%	16%[57.1 µM]	-2%	54%[activator]	22%	-21%	-5%	-10%	-4%	O=C(O)[C@@H]1CCCN1S(=O)(=O)c1cccc(S(=O)(=O)N2CCC[C@H]2C(=O)O)c1
0%	3%[57.1 µM]	?	27%	10%	17%	2%	-13%	-3%	CCCCC(=O)Nc1cccc(NC(=O)CC)c1
-6%	-5%	0%	27%	1%	1%	6%	-23%	4%	Nc1c([N+](=O)[O-])cc(-c2cnc[nH]2)cc1[N+](=O)[O-]
-2%	13%[57.1 µM]	-11%	?	-7%	10%[11.4 µM]	-30%	-18%[11.4 µM]	26%	CCN(CC)c1ccc(NC(=O)CN2CCN(c3nc(C)cc(C)n3)CC2)cc1
?	22%[57.1 µM]	-6%	71µM*	-3%	-29%	-7%	25µM*	2%	CC(=O)OC1C2CCC1C([N+]1(C)CCCCC1)CC2 (stereo unspecified)
?	-4%	-8%	42%[activator]	18%	8%	-10%	-5%	7%	CCOC(=O)c1ccc(Nc2cc3ccccc3c(=O)[nH]2)cc1
0%	11%	3%	32%	6%	-18%	-2%	-24%	-3%	COc1ccc(NS(=O)(=O)c2cc(NC(=O)c3cnccn3)ccc2OC)cc1Br
?	19%	1%	29%	-10%	0%	.	-11%	-3%	COC(=O)c1ccc(N)c(CS(=O)(=O)c2ccc(Cl)cc2)c1
-24%	-3%	-2%	14%	-7%	-1%	-1%	-2%	16µM*	CN(C1CCS(=O)(=O)C1)S(=O)(=O)c1ccccc1 (stereo unspecified)
3%	2%	-1%	38%	3%	-28%	-6%	-10%	-2%	COc1cccc(N2CC(=O)N(NC(=O)CSc3nc(C)cc(C)c3C#N)CC2=O)c1
-1%	-22%	?	22%	-6%	-1%	.	-15%	-3%	COC(=O)c1c(NC(=O)Cc2cccs2)sc(C(=O)N2CCCCC2)c1C
-4%	19%[57.1 µM]	1%	10%	1%	8%[11.4 µM]	i	-13%[57.1 µM]	-1%	Cc1cccc(NC(=O)c2cc3n(n2)C(C(F)(F)F)CC(C2CC2)N3)c1C (stereo unspecified)
-23%	-13%	-3%	19%	10%	-8%	i	-28%	24%	O=C(Cc1ccc(Cl)cc1)NNC(=S)NC(=O)c1cccnc1
0%	17%	?	23%	4%	18%	-16%	-14%	-7%	O=C(COc1ccc2ccc(=O)oc2c1)Nc1c(Cl)cccc1C(F)(F)F
-7%	-1%	-8%	?	-4%	-27%	-3%	-21%	7%	Cc1ccc(NC(=O)CSc2nccn2C)cc1S(=O)(=O)N1CCOCC1
0%	-1%[57.1 µM]	4%	39%	-5%	-22%	-4%	-3%	-10%	CC(C)CCNC(=O)c1cccc(S(=O)(=O)N2CCc3ccccc32)c1
-27%	3%	-6%	9%	12%	-7%	-5%	-33%	0%	CC(C)(C)C(=O)N1CCN(c2ccc([N+](=O)[O-])c(NCc3cccnc3)c2)CC1
9%	15%	-11%	54%[activator]	5%	9%[56.9 µM]	12%	1%[57.1 µM]	-1%	CCSc1nc2c(c(=O)[nH]c(=O)n2C)n1C
0%	4%	0%	58%[activator]	-14%	6%	0%	-3%	-11%	Cc1onc(-c2ccccc2)c1C(=O)NCc1cccs1
?	-5%	-1%	?	8%	2%	-2%	20µM*	8%	COc1cc(CN2CCN(S(=O)(=O)c3ccccc3)CC2)cc(OC)c1OC
-9%	-4%	1%	24%	8%	-2%	-5%	5%	2%	Cc1ccc(S(=O)(=O)Nc2ccc(C(=O)N3CCCC3)cc2)c(C)c1NS(C)(=O)=O
-9%	11%[57.1 µM]	0%	4%	2%	-19%	i	-30%	-5%	COc1ccc(N2CCN(C(=O)Cc3ccc(C)cc3)CC2)cc1
-5%	-2%	-10%	-5%	-6%	2%	i	-13%	7%	COc1ccc(NC(=O)N2CCCC(C(=O)NCCc3ccccc3)C2)cc1 (stereo unspecified)
4%	?	2%	19%	12%	-1%	i	-10%	-2%	COc1ccc2c(c1)CCc1c(C(=O)Nc3c(C)n(C)n(-c4ccccc4)c3=O)noc1-2
-22%	-13%	?	19%	17%	-12%	-10%	-8%	1%	CCOC(=O)/C(C#N)=N/Nc1ccccc1OC
-10%	-11%	-9%	-4%	-3%	-16%	-4%	-20%	6%	O=C(/C=C/c1cccc([N+](=O)[O-])c1)OCC(=O)N1CCOCC1
0%	7%	0%	11%	-7%	22%	i	-14%	2%	CCOC(=O)C(C)N1N=C(/C=C/c2ccc(C)cc2)CCC1=O (stereo unspecified)
4%	15%	-17%	59%[activator]	-13%	?	-10%	50µM*	-18%	CC(C)C[C@@H](CN)NC(=O)c1nc[nH]c1C(=O)N[C@@H](C)C(=O)CNC[C@H](C)NC(=O)c1nc[nH]c1C(=O)N[C@@H](C)C(=O)O
7%	24%	17%	34%	16%	-1%	-2%	-7%	4%	COc1cccc(Nc2nc3ccc(C(=O)c4ccccc4)cc3n3cnnc23)c1
.	24%	-1%	?	-1%	-3%	-9%	50µM*	0%	CCc1cc(-c2[nH]ncc2-c2ccc([N+](=O)[O-])cc2)c(O)cc1OC

# Compound activity as filed in PubChem.
